Assay outcomes (PubChem BioAssay)
BioA inh: BioA (M. tuberculosis) enzyme inhibition; actives 0.096% (n = 360,000); purified M. tuberculosis BioA enzyme, plate reader; inhibition, % at 9.99 µM; AID 602481; in the data active = inhibition above about 40%; inconclusive = no clear call, values can overlap the other calls
FadD28 binding: blocks FadD28 binding to the bisubstrate probe | fluorescence polarization | actives 0.22% (n = 360,000) | inhibition, % at 12.5 µM; in the data active = inhibition above about 8.5%, passing the limit was not always enough; inconclusive = no clear call, values can overlap the other calls
PrPC surface inh: inhibitors of human cell surface prion protein PrPC. TR-FRET read-out. inhibition, % at 13.8 µM. actives 0.43% (n = 370,000). AID 720596; in the data active = inhibition above about 24%; also: 0% = median of the test wells and 100% = reference compound wells
UGM FP inh: inhibitors of M. tuberculosis UDP-galactopyranose mutase; purified UGM, fluorescence polarization probe displacement; inhibition, % at 10 µM; actives 0.06% (n = 320,000); AID 504406; in the data active = inhibition above about 10%, passing the limit was not always enough; inconclusive = no clear call, values can overlap the other calls
Target sequence (P9WIQ1 whole entry, looked up): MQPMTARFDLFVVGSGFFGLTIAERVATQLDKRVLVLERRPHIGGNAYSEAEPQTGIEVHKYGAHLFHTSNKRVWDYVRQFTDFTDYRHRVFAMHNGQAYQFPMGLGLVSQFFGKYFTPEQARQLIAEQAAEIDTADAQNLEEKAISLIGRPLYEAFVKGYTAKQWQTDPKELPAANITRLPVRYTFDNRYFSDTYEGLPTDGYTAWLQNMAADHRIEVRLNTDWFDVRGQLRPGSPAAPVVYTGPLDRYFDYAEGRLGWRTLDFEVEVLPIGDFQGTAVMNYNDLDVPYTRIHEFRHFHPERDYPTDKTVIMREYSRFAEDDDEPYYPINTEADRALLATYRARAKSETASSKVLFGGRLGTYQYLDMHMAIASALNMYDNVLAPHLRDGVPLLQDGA
BoNT-A LC inh2: BoNT A light chain protease inhibition; multiplex microsphere protease substrate cleavage, flow cytometry; actives 0.17% (n = 360,000); inhibition, % at 10 µM; AID 588499; in the data active = inhibition above about 30%; inconclusive = no clear call, values can overlap the other calls; also: plate controls were buffer without enzyme for full effect and enzyme alone for no effect
BoNT F protease: BoNT F light chain protease inhibition; Multiplex microsphere protease cleavage assay, flow cytometry; inhibition, % at 10 µM; actives 0.22% (n = 360,000); in the data active = inhibition above about 35%, passing the limit was not always enough; inconclusive = no clear call, values can overlap the other calls; also: plate controls were buffer without enzyme for full effect and enzyme alone for no effect
GDH-TPI inh: GDH-TPI coupled enzyme inhibition counter-screen; AID 588335; actives 1.2% (n = 360,000); inhibition, % at 4.8 µM; GDH-TPI coupled enzyme counterscreen, NADH absorbance;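 also: 0% = DMSO wells and 100% = wells lacking the enzyme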
CCHFV vOTU inh: blocks the CCHF virus ovarian tumor domain protease; CCHFV vOTU protease, Pep-AMC fluorescence; inhibition, % at 11.5 µM; actives 0.55% (n = 370,000); AID 651958; also: 0% = vehicle wells with enzyme and 100% = no enzyme wells
FBA Mtb inh: Mtb fructose-bisphosphate aldolase inhibition. inhibition, % at 1 µM. actives 2.3% (n = 360,000). purified M. tuberculosis FBA, fluorescence read-out. AID 588726; in the data active = inhibition above about 27%;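 also: 0% = vehicle and 100% = reference inhibitor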
Target sequence (P9WQA3 whole entry, looked up): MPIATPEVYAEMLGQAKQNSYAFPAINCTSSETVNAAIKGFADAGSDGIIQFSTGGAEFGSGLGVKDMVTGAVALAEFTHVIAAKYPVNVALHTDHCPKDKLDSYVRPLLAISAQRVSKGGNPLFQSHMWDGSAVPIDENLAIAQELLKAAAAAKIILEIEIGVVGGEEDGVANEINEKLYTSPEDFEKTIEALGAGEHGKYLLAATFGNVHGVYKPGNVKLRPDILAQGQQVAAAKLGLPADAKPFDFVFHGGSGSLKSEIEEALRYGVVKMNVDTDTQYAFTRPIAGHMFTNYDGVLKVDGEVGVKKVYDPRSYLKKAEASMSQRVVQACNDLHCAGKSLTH
* hit, by the source's call; & = joins results of further samples. Rule as the data show it, unless noted: active = inhibition above about 30%; inactive = the rest. Outcome played no part in choosing rows; any-hit rate near 4.8%.

Screening C=CCn1c(SCC(=O)Nc2c(C)nn(Cc3ccccc3)c2C)nnc1C(O)c1ccccc1 (stereo not drawn) returned BioA inh -1.7, FadD28 binding -2.1, PrPC surface inh -1, UGM FP inh -0.5, BoNT-A LC inh2 0.5, BoNT F protease -11, GDH-TPI inh 6, CCHFV vOTU inh 5 and FBA Mtb inh 1.
Screening Cc1nn(CCCNC(=O)C2CCCO2)cc1Br (stereo not drawn) returned FadD28 binding -1.2, PrPC surface inh 0, UGM FP inh 0.9, BoNT-A LC inh2 0.0, BoNT F protease 2, GDH-TPI inh 7, CCHFV vOTU inh 2 and FBA Mtb inh 0.
Screening COc1ccccc1NC(=S)NC(NC(C)=O)C(Cl)(Cl)Cl (stereo not drawn) returned BioA inh -0.7, FadD28 binding 1.0, PrPC surface inh -7, UGM FP inh -2.3, BoNT-A LC inh2 -0.9, BoNT F protease 1, GDH-TPI inh 5, CCHFV vOTU inh -4 and FBA Mtb inh 6.
CC(O)(c1ccc(F)c(F)c1)c1nc(-c2cccc(C(F)(F)F)c2)cs1 (stereo not drawn) was read as BioA inh -1.1, FadD28 binding -2.4, PrPC surface inh 4, BoNT-A LC inh2 0.5, BoNT F protease -1, GDH-TPI inh 1, CCHFV vOTU inh 39* and FBA Mtb inh -3.
For COc1ccc(CC(=O)Nc2nnc(C(C)C)s2)cc1OC the results were FadD28 binding -2.9, PrPC surface inh 8, UGM FP inh -0.1, BoNT-A LC inh2 0.2, BoNT F protease 2, GDH-TPI inh 1, CCHFV vOTU inh -15 and FBA Mtb inh -5.
Screening CCOC(=O)Nc1nc(C)c(C(=O)N(C)C)s1 returned BioA inh 2.0, FadD28 binding -1.9, PrPC surface inh -1, UGM FP inh -0.5, BoNT-A LC inh2 -3.5, BoNT F protease -8, GDH-TPI inh 0, CCHFV vOTU inh 4 and FBA Mtb inh -1.
CCN(CC(=O)NC)S(=O)(=O)c1ccc(Br)cc1 was read as BioA inh -0.5, FadD28 binding -2.7, PrPC surface inh -6, UGM FP inh 2.6, BoNT-A LC inh2 -0.2, BoNT F protease inconclusive, GDH-TPI inh -4, CCHFV vOTU inh 7 and FBA Mtb inh 0.
For COC(=O)c1c(NC(=O)CN2CCN(c3ccccc3Cl)CC2)sc(C)c1C the results were FadD28 binding 0.0, PrPC surface inh -2, BoNT-A LC inh2 -1.2, BoNT F protease 3, GDH-TPI inh 3, CCHFV vOTU inh 8 and FBA Mtb inh -1.
Screening COc1ccc(NC(=O)Nc2ccc3c(c2)C(=O)N([C@H](C)CO)C[C@H](C)[C@@H](CN(C)S(=O)(=O)c2ccccc2)O3)cc1 returned BioA inh -0.3&0.4, FadD28 binding 4.6, PrPC surface inh 4, UGM FP inh 2.0, BoNT-A LC inh2 -0.8, BoNT F protease -8, GDH-TPI inh -3, CCHFV vOTU inh -5 and FBA Mtb inh 2.
Screening Cc1cc(C)cc(OCC(=O)N(Cc2ccc(N(C)C)cc2)C2CCS(=O)(=O)C2)c1 (stereo not drawn) returned FadD28 binding -1.6, PrPC surface inh 6, UGM FP inh 0.0, BoNT-A LC inh2 0.6, BoNT F protease 5, GDH-TPI inh 6, CCHFV vOTU inh 10 and FBA Mtb inh 0.
Screening CCOCCn1c(N2CCCC2)nc2c1c(=O)[nH]c(=O)n2C returned BioA inh -0.6, FadD28 binding -1.0, PrPC surface inh 0, UGM FP inh -0.9, GDH-TPI inh 6, CCHFV vOTU inh -14 and FBA Mtb inh -1.
For NC(=O)COc1ccccc1/C=C1/SC(=O)N(CC(=O)N2CCc3ccccc3C2)C1=O the results were BioA inh -0.3, FadD28 binding -0.9, PrPC surface inh -16, UGM FP inh -0.9, BoNT-A LC inh2 0.3, BoNT F protease -3, GDH-TPI inh 26, CCHFV vOTU inh 2 and FBA Mtb inh 6.
CCNC(=O)N1c2ccc(OC)cc2C(C)=CC1(C)C was read as BioA inh -2.1, FadD28 binding -2.3, PrPC surface inh -6, UGM FP inh 2.8, BoNT-A LC inh2 1.3, BoNT F protease -3, GDH-TPI inh 16, CCHFV vOTU inh -35 and FBA Mtb inh 16.
Screening Cc1nc2ccccc2n1CC(=O)OCC(=O)NC1CC1 returned FadD28 binding -1.6, PrPC surface inh 2, UGM FP inh 0.0, BoNT-A LC inh2 -0.2, BoNT F protease -4, GDH-TPI inh -1, CCHFV vOTU inh 3 and FBA Mtb inh 0.
Screening Cc1ccc(S(=O)(=O)c2c(C)cc(C)[nH]c2=O)c(C)c1 returned BioA inh -1.0, FadD28 binding -1.1, PrPC surface inh 8, UGM FP inh 0.4, BoNT-A LC inh2 0.5, BoNT F protease -2, GDH-TPI inh 11, CCHFV vOTU inh -6 and FBA Mtb inh 4.
`O=C(OC(C(=O)NCc1cccs1)c1ccccn1)c1cccs1` (stereo not drawn) gave BioA inh -0.1, FadD28 binding -3.0, PrPC surface inh -3, UGM FP inh 1.0, BoNT-A LC inh2 0.0, BoNT F protease -11, GDH-TPI inh 5, CCHFV vOTU inh -15 and FBA Mtb inh 1.
For COCCCNC(=O)CN(c1cc(C(F)(F)F)ccc1Cl)S(C)(=O)=O the results were BioA inh -2.6, FadD28 binding -2.0, PrPC surface inh 2, UGM FP inh -0.6, BoNT-A LC inh2 -1.1, BoNT F protease -8, GDH-TPI inh 9, CCHFV vOTU inh 10 and FBA Mtb inh -2.
COc1ccccc1C(=O)CSc1cccc[n+]1[O-] was read as FadD28 binding -4.5, PrPC surface inh -2, UGM FP inh -1.1, BoNT-A LC inh2 -0.3, BoNT F protease -3, GDH-TPI inh -2, CCHFV vOTU inh -12 and FBA Mtb inh -2.
`CN(C)C(=O)CNC(=O)C1CCCCC1` gave BioA inh -1.4, FadD28 binding -3.1, PrPC surface inh -2, UGM FP inh 1.7, BoNT-A LC inh2 -0.2, BoNT F protease -2, GDH-TPI inh 3, CCHFV vOTU inh 5 and FBA Mtb inh 1.
`O=C(CN1CCN(C(=O)C2CCCO2)CC1)Nc1cc(Cl)ccc1Cl` (stereo not drawn) gave BioA inh -0.6, FadD28 binding 0.5, PrPC surface inh -4, UGM FP inh 0.9, BoNT-A LC inh2 0.1, BoNT F protease -7, GDH-TPI inh 1, CCHFV vOTU inh 7 and FBA Mtb inh 4.
`C/C(=N\NC(=O)c1ccc2c(c1)OCO2)c1cccnc1` gave BioA inh 0.5, FadD28 binding -5.0, PrPC surface inh 6, UGM FP inh -0.2, BoNT-A LC inh2 -2.4, BoNT F protease -4, GDH-TPI inh 5, CCHFV vOTU inh 2 and FBA Mtb inh -4.
Screening OC(c1ccc2c(c1)OCO2)c1ncc(-c2ccccc2)[nH]1 (stereo not drawn) returned BioA inh -0.2, FadD28 binding 0.1, PrPC surface inh 10, BoNT-A LC inh2 -0.5, BoNT F protease -3, GDH-TPI inh 11, CCHFV vOTU inh -4 and FBA Mtb inh -1.
`COC(=O)[C@H](CCSC)NC(=O)Nc1ccc(OC)cc1OC` gave BioA inh -1.0, FadD28 binding 0.7, PrPC surface inh -4, UGM FP inh -1.1, BoNT-A LC inh2 -1.3, BoNT F protease -13, GDH-TPI inh 6, CCHFV vOTU inh 10 and FBA Mtb inh 2.
For CC1CCN(C(=O)CCC(=O)Nc2nnc(C(F)(F)F)s2)CC1 the results were BioA inh -0.3, FadD28 binding -3.9, UGM FP inh 1.0, BoNT-A LC inh2 -1.0, BoNT F protease 3, GDH-TPI inh -13 and FBA Mtb inh -3.
`CCOc1ccc(C2C(C#N)=C(N)Oc3cc(C)oc(=O)c32)cc1` (stereo not drawn) gave BioA inh -0.4, FadD28 binding -1.4, PrPC surface inh 0, UGM FP inh 1.9, BoNT-A LC inh2 -0.3, BoNT F protease 4, GDH-TPI inh 1, CCHFV vOTU inh -3 and FBA Mtb inh 0.
Cc1c(Cl)cccc1NC(=O)C1Cc2ccccc2CN1C(=O)c1ccccc1 (stereo not drawn) was read as FadD28 binding -3.7, PrPC surface inh -3, UGM FP inh -4.7, BoNT-A LC inh2 0.7, BoNT F protease 3, GDH-TPI inh 0, CCHFV vOTU inh -12 and FBA Mtb inh 6.
`O=C(COc1ccc(C(=O)c2ccccc2)cc1)Nc1cccnc1` gave BioA inh 39, FadD28 binding -5.8, PrPC surface inh 5, UGM FP inh 0.2, BoNT-A LC inh2 -0.3, BoNT F protease 2, GDH-TPI inh -15, CCHFV vOTU inh 9 and FBA Mtb inh -3.
`COc1ccc(S(=O)(=O)NC(C)C(=O)N2CCCCCC2)cc1` (stereo not drawn) gave BioA inh -0.2, FadD28 binding -1.6, PrPC surface inh 8, UGM FP inh 2.4, BoNT-A LC inh2 -2.2, BoNT F protease 23, GDH-TPI inh 3, CCHFV vOTU inh -3 and FBA Mtb inh 1.
`CCN(CC(=O)Nc1ccc(NC(C)=O)cc1)C(=O)/C=C/c1ccccc1` gave BioA inh -0.4, FadD28 binding -4.0, PrPC surface inh 6, UGM FP inh -0.9, BoNT-A LC inh2 0.9, BoNT F protease 8, GDH-TPI inh -7, CCHFV vOTU inh -3 and FBA Mtb inh -1.
CCOC(=O)C(NC(=O)c1ccccc1)=C(C)C was read as BioA inh -0.7, FadD28 binding -3.7, PrPC surface inh 0, UGM FP inh -2.7, BoNT-A LC inh2 0.3, BoNT F protease 6, GDH-TPI inh -1, CCHFV vOTU inh 3 and FBA Mtb inh 0.
`Cc1nn(C(C)(C)C)c(OC(=O)c2ccc(Br)o2)c1Sc1ccccc1` gave BioA inh -1.2, FadD28 binding 0.7, PrPC surface inh -1, UGM FP inh 1.8, BoNT-A LC inh2 6.4, BoNT F protease 9, GDH-TPI inh 2, CCHFV vOTU inh 0 and FBA Mtb inh -4.
For Cc1c(C(=O)NCc2ccccn2)sc2nc(-c3ccc(F)cc3)cn12 the results were FadD28 binding -6.4, PrPC surface inh 15, UGM FP inh 2.5, BoNT-A LC inh2 1.2, BoNT F protease 1, GDH-TPI inh -10, CCHFV vOTU inh -6 and FBA Mtb inh -3.
For CCOC(=O)C(Cc1ccccc1)NC(C)=O (stereo not drawn) the results were FadD28 binding -0.4, PrPC surface inh -7, UGM FP inh 1.8, BoNT-A LC inh2 1.5, BoNT F protease 26, GDH-TPI inh -1, CCHFV vOTU inh -11 and FBA Mtb inh 0.
For COc1ccc(/C=C(\C#N)C(=O)Nc2cccnc2)cc1 the results were FadD28 binding -0.4, PrPC surface inh 0, UGM FP inh -2.2, BoNT-A LC inh2 -0.1, BoNT F protease 1, GDH-TPI inh 32*, CCHFV vOTU inh -15 and FBA Mtb inh -2.

Compounds shown so far containing a Cl atom, in the order listed:
Screening COc1ccccc1NC(=S)NC(NC(C)=O)C(Cl)(Cl)Cl (stereo not drawn) returned BioA inh -0.7, FadD28 binding 1.0, PrPC surface inh -7, UGM FP inh -2.3, BoNT-A LC inh2 -0.9, BoNT F protease 1, GDH-TPI inh 5, CCHFV vOTU inh -4 and FBA Mtb inh 6.
For COC(=O)c1c(NC(=O)CN2CCN(c3ccccc3Cl)CC2)sc(C)c1C the results were FadD28 binding 0.0, PrPC surface inh -2, BoNT-A LC inh2 -1.2, BoNT F protease 3, GDH-TPI inh 3, CCHFV vOTU inh 8 and FBA Mtb inh -1.
For COCCCNC(=O)CN(c1cc(C(F)(F)F)ccc1Cl)S(C)(=O)=O the results were BioA inh -2.6, FadD28 binding -2.0, PrPC surface inh 2, UGM FP inh -0.6, BoNT-A LC inh2 -1.1, BoNT F protease -8, GDH-TPI inh 9, CCHFV vOTU inh 10 and FBA Mtb inh -2.
`O=C(CN1CCN(C(=O)C2CCCO2)CC1)Nc1cc(Cl)ccc1Cl` (stereo not drawn) gave BioA inh -0.6, FadD28 binding 0.5, PrPC surface inh -4, UGM FP inh 0.9, BoNT-A LC inh2 0.1, BoNT F protease -7, GDH-TPI inh 1, CCHFV vOTU inh 7 and FBA Mtb inh 4.
Cc1c(Cl)cccc1NC(=O)C1Cc2ccccc2CN1C(=O)c1ccccc1 (stereo not drawn) was read as FadD28 binding -3.7, PrPC surface inh -3, UGM FP inh -4.7, BoNT-A LC inh2 0.7, BoNT F protease 3, GDH-TPI inh 0, CCHFV vOTU inh -12 and FBA Mtb inh 6.
